High-throughput results deposited in PubChem BioAssay by National Center for Advancing Translational Sciences (NCATS).
POLK inh: inhibitors of human DNA polymerase kappa. Potency, µM (top dose mostly 107 µM), for inactives: top-dose activity, negative = inhibition, usual class: inhibitors. purified Pol kappa, fluorescent DNA synthesis assay, 10 min. 400,000 tested, 0.53% active. Q9UBT6; note: % is set by controls: 0 for no effect and ±100 for the full control effect
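Kinetic fluorescence readout at 0 and 10 min followed reaction start with substrate at 50 nM final. Beforehand, enzyme (10 nM Pol kappa) stood 15 min with compound at room temperature; buffer-only wells were negative controls.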
Pol iota inh: inhibitors of human DNA polymerase iota; Pol iota fluorescent replication assay, 10 min; Potency, µM (top dose mostly 115 µM), for the others: at the highest dose activity, negative = inhibition, most hits filed as inhibitors; 390,000 tested, 1% active; AID 588590
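Fluorescent replication assay read twice, at 0 min and 10 min after adding 50 nM (final) substrate. Enzyme (10 nM) and compounds were first incubated 15 min at room temperature; enzyme-free buffer wells were negative controls.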
JMJD2A Tudor: JMJD2A Tudor domain (human) inhibition. AlphaScreen JMJD2A-Tudor / H3K4me3 peptide binding. Potency, µM (doses to about 114 µM), for inactives: top-dose activity change, negative = inhibition, usual class: inhibitors. 390,000 tested, 4.4% active. AID 504339; note: % is set by controls: 0 for no effect and ±100 for the full control effect; nearly all actives have a fitted effect of over 50% in size
APEX1 inh: inhibitors of human APE1 endonuclease. recombinant APE1, TAMRA/BHQ-2 abasic DNA cleavage fluorescence. Potency, µM (doses to about 65.8 µM), for inactives: at the top dose activity change, negative = inhibition, usual class: inhibitors. 350,000 tested, 0.35% active. AID 2517;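 note: plate controls were vehicle for no effect and reference inhibitor for full effect; nearly all actives have a fitted effect of over 55% in size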
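Substrate: short duplex with […] THF abasic site, 5'-TAMRA and 3'-BHQ-2, 50 nM final. APE1 at 0.75 nM, preincubated 15 min RT with compound. Fluorescence increase from first to third read measured activity.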
Pol eta inh: blocks human DNA polymerase eta activity. Q9Y253. recombinant Pol eta, fluorescent DNA replication assay. Potency, µM (highest dose often 114 µM), for inactives: at the top dose activity change, negative = inhibition, usual class: inhibitors. 390,000 tested, 1.2% active; note: % is set by controls: 0 for no effect and ±100 for the full control effect
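Fluorescent replication assay: 50 nM final substrate added after a 15 min room-temperature compound preincubation with 10 nM enzyme. Signal taken at 0 min and again at 10 min.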
Pol beta inh: inhibitors of human DNA polymerase beta | P06746 | Pol beta primer extension/strand displacement, fluorescence kinetic | Potency, µM (top dose mostly 114 µM), without a hit: top-dose activity change, negative = inhibition, most hits filed as inhibitors | 340,000 tested, 1.3% active; note: % is set by controls: 0 for no effect and ±100 for the full control effect
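Enzyme-only controls used 10 nM Pol beta; buffer lacking enzyme served as negative control. Compound preincubated 15 min, then 50 nM substrate added; 0 and 10 min reads at room temperature.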
BAZ2B block: BAZ2B (human) inhibition; Q9UIF8; AlphaScreen BAZ2B-H3K14Ac peptide displacement; Potency, µM (top dose mostly 114 µM), for the others: at the highest dose activity change, negative = inhibition, hits mostly inhibitors; 360,000 tested, 4.4% active; AID 504333; note: % is set by controls: 0 for no effect and ±100 for the full control effect; nearly all actives have a fitted effect of over 60% in size
Target sequence (Q9UIF8 whole entry, looked up): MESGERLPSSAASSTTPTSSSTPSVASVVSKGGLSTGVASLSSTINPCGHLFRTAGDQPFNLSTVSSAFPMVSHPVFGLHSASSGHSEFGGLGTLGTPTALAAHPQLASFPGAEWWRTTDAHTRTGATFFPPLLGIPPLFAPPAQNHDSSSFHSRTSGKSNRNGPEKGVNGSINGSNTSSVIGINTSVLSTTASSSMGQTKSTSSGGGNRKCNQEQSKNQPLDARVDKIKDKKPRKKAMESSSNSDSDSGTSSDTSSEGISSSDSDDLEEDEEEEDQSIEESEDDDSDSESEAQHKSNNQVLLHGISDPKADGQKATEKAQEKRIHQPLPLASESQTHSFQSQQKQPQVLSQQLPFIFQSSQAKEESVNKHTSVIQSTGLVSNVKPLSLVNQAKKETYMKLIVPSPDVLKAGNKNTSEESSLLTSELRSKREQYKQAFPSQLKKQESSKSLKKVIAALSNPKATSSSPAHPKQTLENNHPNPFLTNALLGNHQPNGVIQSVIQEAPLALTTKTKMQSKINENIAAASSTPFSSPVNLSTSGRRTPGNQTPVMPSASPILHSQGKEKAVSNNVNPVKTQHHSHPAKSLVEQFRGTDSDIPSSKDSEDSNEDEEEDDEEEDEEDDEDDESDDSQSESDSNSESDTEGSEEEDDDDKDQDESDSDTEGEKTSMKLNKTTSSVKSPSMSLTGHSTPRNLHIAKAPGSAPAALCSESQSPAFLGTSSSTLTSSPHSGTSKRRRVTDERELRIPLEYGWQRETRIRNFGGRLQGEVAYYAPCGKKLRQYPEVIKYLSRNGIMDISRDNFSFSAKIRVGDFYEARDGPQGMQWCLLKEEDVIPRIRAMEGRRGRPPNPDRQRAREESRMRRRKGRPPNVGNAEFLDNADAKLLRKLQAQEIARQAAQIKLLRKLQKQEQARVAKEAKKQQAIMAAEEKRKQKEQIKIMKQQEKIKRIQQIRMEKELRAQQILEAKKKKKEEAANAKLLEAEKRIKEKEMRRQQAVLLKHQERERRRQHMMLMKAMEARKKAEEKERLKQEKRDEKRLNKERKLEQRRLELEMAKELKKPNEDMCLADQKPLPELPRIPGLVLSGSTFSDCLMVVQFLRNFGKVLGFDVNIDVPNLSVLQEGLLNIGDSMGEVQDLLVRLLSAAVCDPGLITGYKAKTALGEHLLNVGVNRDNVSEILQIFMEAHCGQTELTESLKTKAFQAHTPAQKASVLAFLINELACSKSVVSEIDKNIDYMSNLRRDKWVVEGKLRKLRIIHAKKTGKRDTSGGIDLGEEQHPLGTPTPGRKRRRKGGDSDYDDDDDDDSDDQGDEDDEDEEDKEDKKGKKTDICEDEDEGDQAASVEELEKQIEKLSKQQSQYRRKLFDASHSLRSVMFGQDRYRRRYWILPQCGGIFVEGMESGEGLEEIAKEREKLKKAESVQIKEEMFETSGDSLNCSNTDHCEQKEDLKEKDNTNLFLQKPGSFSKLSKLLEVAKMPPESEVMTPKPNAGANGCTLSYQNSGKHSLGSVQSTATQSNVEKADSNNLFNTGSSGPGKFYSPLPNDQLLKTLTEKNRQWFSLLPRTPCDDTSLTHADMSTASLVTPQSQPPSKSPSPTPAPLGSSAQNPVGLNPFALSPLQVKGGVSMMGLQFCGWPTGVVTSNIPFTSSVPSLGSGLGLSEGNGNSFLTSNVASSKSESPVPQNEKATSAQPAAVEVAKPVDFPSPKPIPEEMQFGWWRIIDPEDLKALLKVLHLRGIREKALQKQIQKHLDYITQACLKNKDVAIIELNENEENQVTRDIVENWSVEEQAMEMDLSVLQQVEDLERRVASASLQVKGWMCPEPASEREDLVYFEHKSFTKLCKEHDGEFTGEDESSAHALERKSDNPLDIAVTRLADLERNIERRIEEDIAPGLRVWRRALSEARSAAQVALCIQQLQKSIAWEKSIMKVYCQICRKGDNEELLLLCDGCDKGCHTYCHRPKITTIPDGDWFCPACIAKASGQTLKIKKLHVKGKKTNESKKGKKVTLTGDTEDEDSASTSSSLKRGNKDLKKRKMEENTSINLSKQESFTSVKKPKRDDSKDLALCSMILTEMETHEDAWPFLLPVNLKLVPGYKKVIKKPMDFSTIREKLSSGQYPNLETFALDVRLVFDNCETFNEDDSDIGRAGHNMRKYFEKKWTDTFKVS
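Inhibition is scored as reduced AlphaScreen emission. The BAZ2B/b-H3(5-23)K14Ac complex (50 nM each) in PBS pH 7.4, 0.01% Tween-20 meets compound (up to 110 uM) for 30 min at RT before bead addition.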
BLM inh: Bloom syndrome helicase (human) inhibition. 350,000 tested, 0.2% active. recombinant BLM DNA unwinding, fluorescence dequenching. P54132. AID 2528. Potency, µM (doses to about 56.1 µM), without a hit: at the top dose activity change, negative = inhibition, most hits filed as inhibitors;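 note: plate controls were vehicle for no effect and no enzyme for full effect; nearly all actives have a fitted effect of over 35% in size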
G9a block: G9a (human) methyltransferase inhibition; Q96KQ7; G9a H3K9 monomethylation, AlphaScreen, 2 h; Potency, µM (titrated, usually from 102 µM), for inactives: at the top dose activity, negative = inhibition, most hits filed as inhibitors; 350,000 tested, 8.8% active; note: % is set by controls: 0 for no effect and ±100 for the full control effect; nearly all actives have a fitted effect of over 75% in size
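Compounds were preincubated with 20 nM G9a for 15 min, after which biotinylated H3K9 peptide (500 nM) and SAM (20 uM) started a 2 h room-temperature reaction. Monomethylated product was quantified by antibody-based AlphaScreen chemiluminescence.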
An asterisk follows results filed as active; ? = inconclusive; nt = not tested or not shown; & = joins results of further samples; [ ] = dose if it differs, or a comment. Calls come from the whole dose curve; as a rule, active = well fitted curve in the direction sought with a large enough effect; inconclusive = small, poorly fitted or top-dose-only effect, or another doubt; inactive = no such curve, though single readings can be large; an effect the other way counts as inactive or inconclusive. Potency is the fitted concentration of half-maximal effect.

G9a block	POLK inh	Pol beta inh	Pol eta inh	BAZ2B block	APEX1 inh	Pol iota inh	BLM inh	JMJD2A Tudor	structure
-10%[59 µM]	-6%	37%	-23%	1%	7%	23%	-2%	-7%	O=C(Nc1ccc(Oc2ccccc2)cc1)C1CCN(c2ncccn2)CC1
?	-8%	3%	-10%	-2%	-3%	7%	-2%	1%	CCCCc1nnc(NC(=O)CCS(=O)(=O)Cc2ccccc2)s1
nt	-13%	nt	2%	nt	7%	16%	nt	-20%	COc1ccc(Cl)cc1C(=O)NNC(=O)c1[nH]c(C)c(C(C)=O)c1C
-17%	18%	-5%	-13%	5%	4%	-1%	3%	-11%	CC(=O)NCCc1cc2ccc(C)c(C)c2[nH]c1=O
20%[59 µM]	6%	-10%	-6%	0%	0%	23%	5%	-17%	Cc1ccc(S(=O)(=O)N2CCOCC2)cc1NC(=O)CSc1nc2ccccc2c(=O)n1Cc1ccccc1
6%[0.501 µM]	-9%[60.1 µM]	nt	nt	nt	7%	nt	4%	nt	CN1CCN(c2ncc3nc(CCc4ccccc4)c(=O)n(C4CC4)c3n2)CC1
13%[59 µM]	-20%	-9%	8%	85%[activator]	-1%	?	-6%	26%	CCSC1=N/C(=C\c2ccc3c(c2)OCO3)C(=O)S1
3%[59 µM]	nt	32%	nt	8%	6%	nt	4%	nt	O=C1N=C(N2CCCC2)S/C1=C\c1cn[nH]c1-c1ccccc1
nt	-11%	-10%	-16%	?	10%	14%	-11%	-24%	COc1ccc(NC(=S)NC(=O)c2ccccc2)cn1
-6%	-18%	0%	-21%	-3%	1%	16%	1%	-13%	Cc1ccc(CNC(=O)CN(C)S(=O)(=O)c2cnc[nH]2)cc1
15%	-2%	5%	-9%	2%	12%	14%	-1%	1%	O=S(=O)(Nc1ccccc1Br)c1cccs1
30%	-8%	16%	4%	?	1%	11%	-2%	8%	COc1ccc(C(C(=O)NC2CCCC2)N(Cc2cccnc2)C(=O)Cc2cccs2)cc1OC (configuration not stated)
19%	4%	-8%	-19%	-28%	43%[activator]	14%	0%	-18%	O=C(Nc1ccccc1C(=O)NCCN1CCOCC1)c1cccc([N+](=O)[O-])c1
-4%[59 µM]	6%	nt	-10%	12%	-4%	29%	nt	-8%	O=C(c1ccc(F)c(S(=O)(=O)N2CCOCC2)c1)N1CCN(c2ccc(F)cc2)CC1
-28%	-2%	-23%	-10%	3%	-2%	119%[activator]	1%	1%	CN1CCN(c2ccccc2NC(=O)c2c(F)cccc2F)CC1
-7%	-13%	-12%	-6%	-22%	53%[activator]	24%	-8%	-27%	CCN(CC)c1ccc(/C=N/NC(=O)c2nnn(-c3nonc3N)c2C(C)C)c(O)c1
nt	-11%	nt	-11%	nt	nt	?	nt	-4%	CC1(c2nnc(Cc3ccccc3)o2)CC(c2ccc(C#N)cc2)=NO1 (configuration not stated)
-9%[59 µM]	-13%	1%	-7%	6%[57.1 µM]	nt	10%	2%	-27%	Cc1ccc(C)c(CN2CCC(CNC(=O)c3cc4ccc5cccnc5c4[nH]3)CC2)c1
6%	3%	16%	-11%	2%	68%	19%	8%	-14%	O=C(Nc1ccccc1Oc1cccnc1)C1CCCN(Cc2ccccc2O)C1 (configuration not stated)
3%	-22%	34%	-2%	3%	24%	80%[activator]	-2%	0%	O=C(CN(C(=O)c1csnn1)c1ccc2c(c1)OCCO2)NCc1ccccc1
28µM*	-21%	18%	1%	30%	70%[activator]	68%[activator]	-6%	-1%	Cc1ccc(/C=C/c2ccc3cccc(O)c3n2)s1
57%[activator]	0%	0%	-21%	8%	-5%	11%	-6%	24%	Cc1ccc(S(=O)(=O)NC(C)CCc2ccccc2)cc1 (configuration not stated)
nt	nt	4%[22.9 µM]	nt	-30%[22.9 µM]	-7%[12.4 µM]	nt	-7%[12.4 µM]	nt	O=C1CCCC2=C1C1O[C@](CCCCN3C(=O)c4ccccc4C3=O)(Cc3ccccc31)O2
-28%[59 µM]	-15%	43%	-7%	8%	12%	10%	0%	-13%	CC1(C)Cc2nc3oc4c(N5CCOCC5)ncnc4c3cc2CO1
6%[59 µM]	0%[60.1 µM]	2%	-20%	3%	nt	15%	-2%	7%	CCC(C)NC(=O)C1CCN(S(=O)(=O)c2ccc3c(c2)CCCN3C(C)=O)CC1 (configuration not stated)
-25%	-7%	14%	-7%	6%	-6%	27%	4%	-4%	Cc1oncc1-c1cn2ccccc2n1
-37%[59 µM]	-9%[60.1 µM]	3%	-20%	?	nt	21%	-3%	?	CCOC(=O)c1c(S(=O)(=O)N2CCC(C(=O)N3CCN(c4cc(C)ccc4C)CC3)CC2)c(C)n(C)c1C
-39%[59 µM]	2%	4%	-1%	10%	nt	-18%	-7%	17%	Cc1ccc(OCCCn2c(-c3ccc(Cl)cc3)nc3ccccc3c2=O)cc1C
-16%[59 µM]	-10%	20%	-7%	-10%	17%	-30%	-1%	-26%	O=C(O)C1=C[C@@H](c2csc3ccccc23)C[C@@H](OCCCCO)O1
2%	-37%	-9%	-29%	-25%	4%	21%	-8%	-15%	NC(=S)N=Nc1c(O)[nH]c2c(Br)cc(Br)cc12
44%[activator]	-9%	-26%	-9%	-2%	-4%	-7%	1%	44%[activator]	COc1ccc(Oc2nccc(-c3ccccc3)c2C#N)cc1
7%	-16%	28%	-9%	-4%	18%	11%	-4%	-18%	Cc1cc(C)cc(NC(=O)COC(=O)CCCC2=NS(=O)(=O)c3ccccc3N2)c1
5%[59 µM]	-4%	11%	-1%	nt	?	3%	1%	4%	c1ccc(-c2cc3c(N4CCOCC4)ncnc3s2)cc1
?	-4%	nt	-8%	1%	14%	0%	nt	-6%	CCCCN(C(=O)COC(=O)CSc1ccc([N+](=O)[O-])cc1)c1c(N)n(CCC)c(=O)[nH]c1=O
nt	-8%	-9%	-3%	-2%	-8%	-7%	-1%	-26%	CC(=O)OCCc1[nH]c2ccccc2c1C
-6%	-5%	7%	-2%	-7%	-8%	13%	0%	-21%	O=C(Nc1ccnn1C1CCN(CCCc2ccccc2)CC1)c1cccc(F)c1
6%[59 µM]	-9%&0%	12%&1%	1%&-19%	-8%&1%	-9%	?	1%&0%	-19%&-11%	O=C(Cn1cnc(S(=O)(=O)N2CCCC2)c1)Nc1ccc(OC(F)(F)F)cc1
-12%[59 µM]	3%	37%	-3%	-10%	-6%	2%	-2%	-13%	O=C(Cn1cccc1)NCc1cccs1
0%[59 µM]	13%	22%	-8%	-1%	-4%	27%	0%	-10%	CCOc1ccc(NC(=O)N(CCCN2CCOCC2)Cc2cccnc2)cc1
?	-1%	8%	-15%	nt	-4%	170%[activator]	1%	-3%	CCCn1c(SCC(=O)Nc2ccc(C(=O)Nc3ccccc3OC)cc2)n[nH]c1=O
-47%	12%	-1%	-11%	-17%[57.1 µM]	61%	-7%	-1%	?	CC1CCC(NC(=O)CCS(=O)(=O)c2ccc3c(c2)CC(C)N3C(=O)C2CC2)CC1 (configuration not stated)
-21%[59 µM]	-9%	26%	-17%	3%	2%	0%	0%	-6%	Cc1nnc(SCCn2c(N3CCN(C)CC3)nc3c2c(=O)[nH]c(=O)n3C)s1
13%[59 µM]	-1%	-9%	-3%	-23%	-3%	58%[activator]	-1%	-16%	CCc1cccc(C)c1NC(=S)N(CCN(C)C)C(C)c1cccnc1 (configuration not stated)
3%[0.501 µM]	-4%	nt	-11%	-5%	10%	19%	nt	-16%	COc1cccc(-c2ncc3ccccc3c2COC(=O)c2cccs2)c1
?	-6%	-24%	-13%	-25%	-1%	47%[activator]	-1%	-24%	Cc1ccc(NCC(O)C(O)C(O)CO)cc1C (configuration not stated)
2%	-10%	0%	6%	2%	0%	57%[activator]	-3%	-2%	Cc1ccc(S(=O)(=O)N(C)C)cc1NC(=O)C1CCC1
11%[59 µM]	-12%	nt	-8%	-5%	-38%	-12%	nt	-20%	O=C(CCCOC(=O)c1ccc(O)cc1O)c1ccccc1
-15%	-7%	25%	-2%	-2%	20%	-22%	-3%	-6%	O=S(=O)(Nc1nnc(C(F)(F)F)s1)c1ccc(Cl)cc1
-6%	-2%	-22%	-18%	-15%	51%	-8%	-3%	-5%	Cc1ccc(CCNC(=O)c2nc(CS(=O)(=O)c3ccc(Cl)cc3)no2)cc1
-8%	-11%	-1%	3%	?	0%	125%[activator]	0%	-12%	CCOC(=O)C1=C(C)N=C2SCCC(=O)N2[C@@H]1c1cccs1

Complete entries from above.
`CC1CCC(NC(=O)CCS(=O)(=O)c2ccc3c(c2)CC(C)N3C(=O)C2CC2)CC1` (configuration not stated) in the list: G9a block: -47%; POLK inh: 12%; Pol beta inh: -1%; Pol eta inh: -11%; BAZ2B block: -17%[57.1 µM]; APEX1 inh: 61%; Pol iota inh: -7%; BLM inh: -1%; JMJD2A Tudor: ?
`COc1cccc(-c2ncc3ccccc3c2COC(=O)c2cccs2)c1` in the list: G9a block: 3%[0.501 µM]; POLK inh: -4%; Pol beta inh: nt; Pol eta inh: -11%; BAZ2B block: -5%; APEX1 inh: 10%; Pol iota inh: 19%; BLM inh: nt; JMJD2A Tudor: -16%

Next part
G9a block	POLK inh	Pol beta inh	Pol eta inh	BAZ2B block	APEX1 inh	Pol iota inh	BLM inh	JMJD2A Tudor	structure
-5%[2.33 µM]	-8%[60.1 µM]	nt	nt	nt	-6%	nt	6%	nt	CC1CC[C@@]2(C(=O)O)CCC3(C)C(=CCC4[C@]5(C)CC(O)C(O)[C@](C)(CO)C5C(O)C[C@@]43C)C2C1C (some centres not stated)
-11%	-2%	2%	-13%	-1%	-2%	-22%	1%	-17%	CC1=C(C)C(=O)N(CCC(=O)O)C1=O
7%[59 µM]	9%	34%[activator]	-13%	-25%	nt	51%[activator]	-5%	-21%	CCOC(=O)c1c(C)[nH]c(C)c1S(=O)(=O)N1CCC(C(=O)NCc2cccc(C)c2)CC1
-8%	4%	24%	-12%	-8%	-3%	11%	-4%	-24%	CCOC(=O)CN(C(=O)CSc1nnc2c(n1)[nH]c1ccc(OC)cc12)c1ccc(F)cc1
6%[12.7 µM]	-2%	8%	-18%	?	-1%	10%	-5%	-17%	CCOC(=O)c1cnc2c(C)c(-c3ccccc3)[nH]n2c1=O
13%[59 µM]	1%	3%	-7%	5%	8%	-3%	-1%	1%	COc1cc(C(=O)NCCCNc2nc3cc(C)c(C)cc3cc2C#N)cc(OC)c1OC

Quoted from the listing:
JMJD2A Tudor, `CC1=C(C)C(=O)N(CCC(=O)O)C1=O` stands at -17%
Pol eta inh, `COc1cc(C(=O)NCCCNc2nc3cc(C)c(C)cc3cc2C#N)cc(OC)c1OC` stands at -7%

A portion of the library. The share of hits here may be higher or lower than overall.
